# Source: PubChem (National Center for Advancing Translational Sciences (NCATS))
# Cycloheximide cs – Cycloheximide Counterscreen for Small Molecule Inhibitors of Shiga Toxin; hit rate 12% among 300,000; cell reporter, cycloheximide protein synthesis inhibition counterscreen; max response, %; AID 2314, 2010; in the data active means max response mostly above about 13%, no sharp cut-off; inactive means mostly below about 14%; further: read at 38.3 µM for the half of the compounds with a filed dose; 0% is about no effect
# AmpC inh detg – qHTS Inhibitors of AmpC Beta-Lactamase (assay with detergent) | AmpC hydrolysis of nitrocefin, absorbance 480 nm, 0.01% Triton | Potency, µM (series often up to 114 µM), inactives show top-dose activity change, negative = inhibition, most hits filed as inhibitors | hit rate 0.041% among 370,000;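 further: potency means the concentration at half of the fitted maximal effect; 0% = no-compound wells and -100% = no-enzyme wells; nearly all actives have a fitted effect of over 25% in size; some results filed as inactive show a strong effect at the top dose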
# Target sequence (P00811 whole entry, looked up): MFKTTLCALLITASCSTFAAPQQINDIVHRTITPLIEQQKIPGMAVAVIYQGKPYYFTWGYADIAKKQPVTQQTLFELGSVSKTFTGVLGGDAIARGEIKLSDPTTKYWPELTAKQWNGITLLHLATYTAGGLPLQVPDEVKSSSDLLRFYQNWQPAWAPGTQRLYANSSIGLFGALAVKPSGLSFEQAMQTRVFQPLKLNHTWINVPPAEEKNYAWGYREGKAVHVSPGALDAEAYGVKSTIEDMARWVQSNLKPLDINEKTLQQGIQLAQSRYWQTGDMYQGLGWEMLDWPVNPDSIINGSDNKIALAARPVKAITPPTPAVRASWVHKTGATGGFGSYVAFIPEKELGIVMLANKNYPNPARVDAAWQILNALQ
#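 20 mM phosphate pH 7.0 + 0.01% (detergent screen) or 0.0001% Triton X-100; 5.3 nM AmpC reagent; cpd preinc 15 min RT; nitrocefin (800 uM stock) to start; A480 q20 s × 4 min; Activity was normalised to no-enzyme and no-compound control wells.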
# AMA1 RON2 block – qHTS for Inhibitors of AMA1-RON; Towards Development of Antimalarial Drug Lead: Primary Screen; AID 720542, 2013; AlphaScreen AMA1-biotinylated RON2 peptide binding; Potency, µM (highest dose often 58.2 µM), inactives show at the highest dose activity change, negative = inhibition, hits mostly inhibitors; hit rate 0.2% among 360,000; Plasmodium falciparum AMA1 (3D7) - RON2 peptide interaction;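 further: potency means the concentration at half of the fitted maximal effect; 0% = vehicle wells and -100% = peptide control; nearly all actives have a fitted effect of over 45% in size; some results filed as inactive show a strong effect at the top dose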
#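 AMA1 (3D7) with his tag at 25 nM final met compounds first, then biotinylated RON2 peptide at 25 nM; detection used donor plus acceptor beads, 10 µg/mL apiece, read by AlphaScreen after 30 min at room temperature.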
# AmpC no deterg – qHTS Inhibitors of AmpC Beta-Lactamase (assay without detergent); AmpC nitrocefin hydrolysis, absorbance 480 nm, 0.0001% Triton; P00811; hit rate 0.52% among 330,000; AID 485341, 2010; Potency, µM (highest dose often 57.1 µM), without a hit: at the top dose activity change, negative = inhibition, most hits filed as inhibitors;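 further: potency means the concentration at half of the fitted maximal effect; plate controls were no compound for no effect and no enzyme for full effect; nearly all actives have a fitted effect of over 20% in size; some results filed as inactive show a strong effect at the top dose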
#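 20 mM phosphate pH 7.0 + 0.01% (detergent screen) or 0.0001% Triton X-100; 5.3 nM AmpC reagent; cpd preinc 15 min RT; nitrocefin (800 uM stock) to start; A480 q20 s × 4 min; Activity was normalised to no-enzyme and no-compound control wells.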
# Giardia FBPA inh – qHTS Assay for Inhibitors of Fructose-1,6-bisphosphate Aldolase from Giardia Lamblia. A8B2U2. purified Giardia FBPA. Potency, µM (series often up to 59.6 µM), for inactives: top-dose activity, negative = inhibition, actives largely listed as inhibitors. hit rate 0.71% among 290,000. AID 2451, 2010; further: potency means the concentration at half of the fitted maximal effect; on the % scale 0 is the no-effect control and ±100 the full control effect; nearly all actives have a fitted effect of over 55% in size
# Target sequence (A8B2U2 whole entry, looked up): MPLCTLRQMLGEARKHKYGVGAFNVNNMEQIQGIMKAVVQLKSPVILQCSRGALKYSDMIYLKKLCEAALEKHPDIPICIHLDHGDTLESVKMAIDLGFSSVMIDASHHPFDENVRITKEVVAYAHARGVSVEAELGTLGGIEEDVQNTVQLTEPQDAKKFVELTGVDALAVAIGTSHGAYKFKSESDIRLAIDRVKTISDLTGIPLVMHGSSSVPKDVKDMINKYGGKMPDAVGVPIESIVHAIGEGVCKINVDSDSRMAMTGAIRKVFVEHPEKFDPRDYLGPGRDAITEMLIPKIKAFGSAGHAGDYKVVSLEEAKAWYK
#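 40 nM FBPA preincubated 10 min at RT with compound (up to 57.5 uM final), then substrate plus GAPDH/TPI/NAD/arsenate coupling and diaphorase/resazurin added. Fluorescence read after 20 min at RT, 525/598 nm.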
# Shiga toxin inh – A qHTS for Small Molecule Inhibitors of Shiga Toxin; hit rate 9.2% among 290,000; inhibition, % at 38.7 µM; Vero cells, Shiga toxin protein synthesis inhibition reporter; in the data active means inhibition mostly above about 28%, no sharp cut-off; inactive means mostly below about 43%; further: 0% is about no effect
# HCMV antiviral – qHTS Assay for inhibitors of the human cytomegalovirus (HCMV); HFF cells, HCMV-luciferase reporter, 72 h; active compounds read low; activity change, negative = inhibition, % at 57.5 µM; hit rate 4.5% among 410,000; AID 1259415, 2018; in the data active means activity change below about -60%; inconclusive means no clear call, values can overlap the other calls; inactive means above about -39%; further: on the % scale 0 is the no-effect control and ±100 the full control effect
#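 HFF cells seeded 16 h at 37C, treated with compounds, infected with luciferase-reporter HCMV at MOI 1 PFU/cell; luciferase read at 72 h post infection, normalized to buffer-only and Salinomycin controls.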
# An asterisk follows results filed as active; ? = inconclusive; / = no result given; & = joins results of further samples; [ ] = remark or other dose. Unless noted, the call rests on the fitted dose curve; in most records, active means well fitted curve in the direction sought with a large enough effect; inconclusive means small, poorly fitted or top-dose-only effect, or another doubt; inactive means no such curve, though single readings can be large; an effect the other way counts as inactive or inconclusive. Compounds were not picked by outcome; about 16% have a hit in one of these screens.
SMILES,Cycloheximide cs,AmpC inh detg,AMA1 RON2 block,AmpC no deterg,Giardia FBPA inh,Shiga toxin inh,HCMV antiviral
N#Cc1ccc(NC(=O)Nc2ccc(Oc3ccc(NC(=O)Nc4ccc(C#N)cc4)cc3)cc2)cc1,6,10%,1%,-50%,-8%,27,-82*
Nn1c(C2COc3ccccc3O2)n[nH]c1=S (stereo unspecified),9,1%,76%[activator],-22%,6.3µM*,12,-39
Oc1ccc2ccccc2c1C=Nc1cc(C(F)(F)F)ccc1N1CCCC1,14,-19%,?,-48%,?,51*,-5
Cc1ccc(-c2[nH]ncc2/C=N/n2c(C)nc3ccccc3c2=O)cc1,5,-3%,5%,5%,8%,16,-8
CN(CCc1ccccn1)C(=O)c1cc(COc2ccc(F)cc2F)on1,8,1%,-9%,37%,/,17,?
Cc1ccc(-c2csc3ncn(CC(=O)NCC(c4ccco4)N4CCCC4)c(=O)c23)cc1 (stereo unspecified),/,7%,-7%,97%[activator],/,/,-6
CC(=O)N1c2ccc(S(=O)(=O)NCC3CCC(C(=O)NC4CCC(C)CC4)CC3)cc2CC1C (stereo unspecified),-2,-1%,8%,117%[activator],8%,-8,-2
O=C(Nc1ccccc1-c1ccccc1NC(=O)c1ccco1)c1ccco1,-3,?,0%,-6%,4%,-5,-18
CCOC(=O)c1sc(NC(=O)c2cccc(S(=O)(=O)N3CCN(C)CC3)c2)cc1C,31,9%,-9%,174%[activator],-8%,17,15
O=C(O)c1cc([N+](=O)[O-])c(NCCC2=CCCCC2)c([N+](=O)[O-])c1,-6,1%,-16%,-5%,?,-6,14
Cc1cnc(C(=O)OCC(=O)Nc2cc(S(=O)(=O)N3CCCCC3)ccc2Cl)cn1,-4,-4%,-3%,-33%,-1%,17,9
CCC(C(=O)NC1CCCC1)N(C(=O)Cn1nnc(-c2ccc(C)o2)n1)c1ccc(F)cc1 (stereo unspecified),-1,-9%,-4%,-10%,1%,-5,-18
CCCNC(=O)CCCN1C(=O)c2ccccc2Sc2ncccc21,4,-4%,15%,20%,-4%,-4,87
CCCOc1ccc(/C=N/Nc2cccc([N+](=O)[O-])c2)c(O)c1,82*,?,15%,-34%,2%,81*,?
C=CCNC(=O)c1ccc2c(=O)n(Cc3ccccc3OC)c(=S)[nH]c2c1,9,-1%,14%,-55%,-13%,-6,-30

# 3 records drawn at random from the list so far, as already listed:
SMILES,Cycloheximide cs,AmpC inh detg,AMA1 RON2 block,AmpC no deterg,Giardia FBPA inh,Shiga toxin inh,HCMV antiviral
Nn1c(C2COc3ccccc3O2)n[nH]c1=S (stereo unspecified),9,1%,76%[activator],-22%,6.3µM*,12,-39
CN(CCc1ccccn1)C(=O)c1cc(COc2ccc(F)cc2F)on1,8,1%,-9%,37%,/,17,?
CCCNC(=O)CCCN1C(=O)c2ccccc2Sc2ncccc21,4,-4%,15%,20%,-4%,-4,87

# (list continues)
SMILES,Cycloheximide cs,AmpC inh detg,AMA1 RON2 block,AmpC no deterg,Giardia FBPA inh,Shiga toxin inh,HCMV antiviral
CCOC(=O)c1cnn(-c2ccc([N+](=O)[O-])cc2)c1N,15*,-12%,-3%,-21%,4%,18,-36
O=c1oc2ccccc2c(Nc2cccc3ccccc23)c1[N+](=O)[O-],-1,-7%,-1%,-55%,-9%,-11,30
CC(=O)Nc1ccc(C(=O)OCC(=O)N2CCN(C(=O)c3ccco3)CC2)cc1,/,3%,4%,0%,/,/,2
COc1ccc(Cc2nc3ccccc3[nH]c2=O)cc1,0,0%&0%,9%,-26%,-1%,5,31&-10
CC(=O)Cc1nsc(NC(=O)c2ccc(COc3ccccc3C)o2)n1,-4,10%,23%,-16%,6%,-6,51
COC(=O)C1=C(C)NC(C)=C(C(=O)OC)C1c1ccc(OC(=O)c2oc3ccccc3c2C)c(OC)c1,-4,-13%,0%,25%,2%,2,32
COc1ccc(NC(=O)CCN2C(=O)C3C4CCC(C4)C3C2=O)cc1 (stereo unspecified),17*,-11%,21%,-17%,-1%,38,-22
O=C(COC(=O)/C=C/c1ccc(Cl)cc1Cl)NCc1ccco1,13,-1%,-2%,-32%,1%,3,-22
CCN1CCN(C(=O)CS(=O)(=O)Cc2nc(-c3ccccc3C)oc2C)CC1,-2,-6%,-5%,30%,4%,-4,?
Cc1cccc(-n2nnc(C(=O)NCc3ccccc3Cl)c2N)c1,9,?,-4%,-28%,-18%,44,?
Cc1ccccc1NCCC(=O)Nc1ccc(Cl)cc1,6,-7%,-6%,-35%,2%,46,-18
COC(=O)C1CCN(S(=O)(=O)Cc2ccccc2)CC1,12,?,-9%,-24%,4%,26,2
COc1ccc(NC(=S)N2CCC(C(=O)N3CCCCCC3)CC2)cc1,-2,4%,10%,-6%,-2%,6,-14

# Ordered by SMILES length (ascending): part of the list above.
SMILES,Cycloheximide cs,AmpC inh detg,AMA1 RON2 block,AmpC no deterg,Giardia FBPA inh,Shiga toxin inh,HCMV antiviral
Nn1c(C2COc3ccccc3O2)n[nH]c1=S (stereo unspecified),9,1%,76%[activator],-22%,6.3µM*,12,-39
Cc1ccccc1NCCC(=O)Nc1ccc(Cl)cc1,6,-7%,-6%,-35%,2%,46,-18
COc1ccc(Cc2nc3ccccc3[nH]c2=O)cc1,0,0%&0%,9%,-26%,-1%,5,31&-10
COC(=O)C1CCN(S(=O)(=O)Cc2ccccc2)CC1,12,?,-9%,-24%,4%,26,2
Cc1cccc(-n2nnc(C(=O)NCc3ccccc3Cl)c2N)c1,9,?,-4%,-28%,-18%,44,?
CN(CCc1ccccn1)C(=O)c1cc(COc2ccc(F)cc2F)on1,8,1%,-9%,37%,/,17,?
O=C(Nc1ccccc1-c1ccccc1NC(=O)c1ccco1)c1ccco1,-3,?,0%,-6%,4%,-5,-18
CCCOc1ccc(/C=N/Nc2cccc([N+](=O)[O-])c2)c(O)c1,82*,?,15%,-34%,2%,81*,?
Cc1ccc(-c2[nH]ncc2/C=N/n2c(C)nc3ccccc3c2=O)cc1,5,-3%,5%,5%,8%,16,-8
C=CCNC(=O)c1ccc2c(=O)n(Cc3ccccc3OC)c(=S)[nH]c2c1,9,-1%,14%,-55%,-13%,-6,-30
CC(=O)Nc1ccc(C(=O)OCC(=O)N2CCN(C(=O)c3ccco3)CC2)cc1,/,3%,4%,0%,/,/,2
Cc1cnc(C(=O)OCC(=O)Nc2cc(S(=O)(=O)N3CCCCC3)ccc2Cl)cn1,-4,-4%,-3%,-33%,-1%,17,9
O=C(O)c1cc([N+](=O)[O-])c(NCCC2=CCCCC2)c([N+](=O)[O-])c1,-6,1%,-16%,-5%,?,-6,14
CC(=O)N1c2ccc(S(=O)(=O)NCC3CCC(C(=O)NC4CCC(C)CC4)CC3)cc2CC1C (stereo unspecified),-2,-1%,8%,117%[activator],8%,-8,-2
N#Cc1ccc(NC(=O)Nc2ccc(Oc3ccc(NC(=O)Nc4ccc(C#N)cc4)cc3)cc2)cc1,6,10%,1%,-50%,-8%,27,-82*
COC(=O)C1=C(C)NC(C)=C(C(=O)OC)C1c1ccc(OC(=O)c2oc3ccccc3c2C)c(OC)c1,-4,-13%,0%,25%,2%,2,32
